Kir21 inh – Kir2.1 (mouse) channel inhibition | B-score at 10 µM | actives 0.85% (n = 310,000) | HEK293-Kir2.1, FluxOR thallium flux fluorescence; active compounds read low | P35561;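 active = fluorescence ratio B-score at or below minus 3 SD of library scores, with starting-brightness B-score within 2 SD, cut at about -4.2 in these data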;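 note: channel flux triggered by added potassium and thallium sulfate stimulus; B-score of peak minus minimum fluorescence over baseline after thallium stimulus; more negative B-score means stronger Kir2.1 block with less thallium influx; some compounds called inactive have numbers as strong as hits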
KCNQ2 inh – KCNQ2 potassium channel inhibitors, primary screen, cell-based, CHO-K1, FluxOR thallium flux, B-score (AID 2156); O88943; 20 min; active compounds read low; B-score at 10 µM; actives 1.1% (n = 310,000);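 active = fluorescence ratio B-score at most minus 3 library SDs, with starting brightness B-score within 2 library SDs, cut at about -5.5 in these data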
Target sequence (O88943 whole entry, looked up): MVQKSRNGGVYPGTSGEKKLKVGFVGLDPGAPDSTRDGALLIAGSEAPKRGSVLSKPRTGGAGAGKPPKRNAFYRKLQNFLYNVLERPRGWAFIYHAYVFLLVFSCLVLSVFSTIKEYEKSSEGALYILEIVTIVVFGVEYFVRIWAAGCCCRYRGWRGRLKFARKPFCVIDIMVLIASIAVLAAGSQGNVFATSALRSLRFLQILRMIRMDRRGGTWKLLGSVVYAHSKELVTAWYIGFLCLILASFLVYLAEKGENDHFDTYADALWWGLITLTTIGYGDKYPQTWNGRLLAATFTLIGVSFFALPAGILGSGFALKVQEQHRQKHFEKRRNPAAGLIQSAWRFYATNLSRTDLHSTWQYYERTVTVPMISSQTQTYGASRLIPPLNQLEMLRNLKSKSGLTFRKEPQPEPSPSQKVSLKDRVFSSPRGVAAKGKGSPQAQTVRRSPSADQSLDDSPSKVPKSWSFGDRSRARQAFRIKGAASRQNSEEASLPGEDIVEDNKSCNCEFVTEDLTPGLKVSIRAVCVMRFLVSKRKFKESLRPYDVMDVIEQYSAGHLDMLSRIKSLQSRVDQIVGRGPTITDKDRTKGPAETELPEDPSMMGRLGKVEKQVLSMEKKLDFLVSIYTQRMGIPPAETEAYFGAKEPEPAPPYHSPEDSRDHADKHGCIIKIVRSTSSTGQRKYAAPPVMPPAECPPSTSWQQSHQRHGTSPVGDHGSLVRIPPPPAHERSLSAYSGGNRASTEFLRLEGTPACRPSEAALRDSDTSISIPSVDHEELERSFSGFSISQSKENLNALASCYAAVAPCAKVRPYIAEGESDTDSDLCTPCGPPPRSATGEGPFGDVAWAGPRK
An asterisk follows results filed as active; i = inactive.

Sequence of screens: Kir21 inh	KCNQ2 inh
Nc1nonc1-n1nnc(C(=O)N/N=C/c2cccnc2)c1CSc1ccc(Cl)cc1
→ -0.13	i
CN1CCN(C(=O)c2ccc(CNS(=O)(=O)c3ccc(F)c(Cl)c3)cc2)CC1
→ 0.1	i
O=C(NCc1ccco1)C1CCN(c2nc3ccccc3n2Cc2ccc(F)cc2)CC1
→ -0.67	i
O=C(COc1ccccc1)Nc1c(Cl)ccc2nsnc12
→ 0.56	i
NC1=NC(=Nc2cccc(S(N)(=O)=O)c2)c2ccccc21
→ 1.4	i
COc1ccc(OC)c2sc(NC(=O)c3ccc(S(=O)(=O)N(C)C)cc3)nc12
→ -0.04	i
O=C(CSc1nnc(Cc2cccs2)n1-c1ccc(Cl)cc1)NCc1ccc2c(c1)OCO2
→ -0.43	i
Cc1ccc(C2C(C#N)C(C#N)N3CCCN23)cc1 (stereo not given)
→ 0.85	i
CCc1nc(SCC(=O)Nc2ccccc2OC)c2c(C)c(C)sc2n1
→ -1.1	-5.8*
CNC(=O)COc1coc(CN2CCN(c3ccccc3OC)CC2)cc1=O
→ -0.71	i
COc1ccc(CC(=O)NCC(=O)N/N=C/c2ccc(C)o2)cc1
→ 1.8	i
Nc1ncnc(Nc2cccc(Cl)c2Cl)n1
→ -0.2	i
O=C(O)c1ccc2c(c1)N(Cc1ccccc1)C(=O)c1ccccc1S2
→ -2.2	i
COc1ccccc1CNC(=O)[C@H](C)NC(=O)C1CCN(C(=O)[C@H](CCSC)NC(=O)OC(C)(C)C)CC1
→ 1	i
O=C1COc2ccc(C(=O)COC(=O)COc3ccccc3[N+](=O)[O-])cc2N1
→ -3.9	i
COc1ccccc1S(=O)(=O)Nc1ccc2cn[nH]c2c1
→ -0.16	i
CN(C)c1ccc(NC(=O)c2ccc3nc[nH]c3c2)cc1
→ -1.1	i
COc1ccc(OCCn2c(N)nc3ccccc32)cc1
→ -3.6	i
CCOC(=O)c1c(-c2ccc(C)cc2)cn2ccccc12
→ -1.5	i
Cc1coc2c(C)c3oc(=O)c(CCC(=O)N4CCC(C(=O)NCCCC(=O)O)(c5ccccc5)CC4)c(C)c3cc12
→ 1.6	i
COc1cccc(CNc2ccc3[nH]c(=O)[nH]c3c2)c1OCc1ccccc1Cl
→ -3.3	i
CCC1CCCCN1Cc1ccc(N)cc1 (stereo not given)
→ -0.37	i
CCOC(=O)C1=C(CSc2nc3ccccc3s2)NC(=O)NC1c1cc(C)ccc1C (stereo not given)
→ 0.49	i
CCc1cc2c(=O)n(Cc3ccco3)c(SCC(=O)N3CCCc4ccccc43)nc2s1
→ 0.45	i
CC(C)c1cc(CN2CCN(Cc3ccc(F)c(F)c3)C(CCO)C2)[nH]n1 (stereo not given)
→ 0.26	i
CCn1ccnc1CNC(=O)CC1C(=O)NCCN1Cc1ccccc1F (stereo not given)
→ -0.01	i
CCN1CCN(C(=O)/C=C/c2c(F)cccc2Cl)CC1
→ 0.15	i
CN(C)c1nc(N(C)C)n(Cc2c(Cl)cccc2Cl)n1
→ 1.5	i
Nc1ccc(C(=O)N2CCCC2)cc1CS(=O)(=O)c1ccc(Cl)cc1
→ 0.1	i
CCOC(=O)C(NCc1ccc(F)cc1)(NC(=O)c1ccccc1)C(F)(F)F (stereo not given)
→ -0.11	i
COc1cccc(C(=O)NCCS(=O)(=O)NC(C)CCc2ccccc2)c1 (stereo not given)
→ -0.5	i
O=C(NCc1cccs1)c1ccc(S(=O)(=O)N2CCOCC2)cc1
→ 0.9	i
COc1ccc(-c2nn(C)c(=O)c3ccccc23)cc1NC(=O)COc1ccccc1
→ 1.2	i
CCOC(=O)N1CCN(C(=O)CCCn2nc(C)c3sc4ccccc4c3c2=O)CC1
→ -1.1	i
CC1(c2ccncc2)Nc2ccccc2-c2nc3ccccc3n21 (stereo not given)
→ 1.2	i
O=C(c1cc2cccc([N+](=O)[O-])c2oc1=O)N1CCOCC1
→ 1.3	i
O=C(N1CCOCC1)N1CCN(CC(O)COc2ccc3ccccc3c2)CC1 (stereo not given)
→ 2	i
CN1CCN(c2ccc(NC(=O)COc3ccccc3Cl)cc2)CC1
→ -1.5	i
COc1ccc(-c2noc(CNC(=O)CCCN3C(=O)[C@H]4CC=CC[C@H]4C3=O)n2)cc1
→ -1	i
C=CCN1C(=O)C(CC(=O)Nc2ccccc2)SC1=Nc1ccc(S(N)(=O)=O)cc1 (stereo not given)
→ -2.1	i
COc1ccccc1N1CCN(C(=O)c2cc(C)oc2C)CC1
→ 1.5	i
CC(C)S(=O)(=O)c1ccc(C(=O)Nc2ccc(F)cc2F)cn1
→ 0.53	i
CCOc1cc(C#N)c(NC(=O)CSc2nnnn2-c2ccc(OC)cc2)cc1OCC
→ 0.56	i
CCN(CC)c1cccc(OC2=NS(=O)(=O)c3ccccc32)c1
→ -0.59	i
CC1=CC(C)(C)NC(=S)N1c1cccc2cc(S(=O)(=O)O)ccc12
→ 0.71	i
CCCNC(=S)N1CC2(C)CN(C(=O)C(=O)OC)CC(C)(C1)C2=O
→ 1.1	i
COc1ccc(N(C(C)C(=O)N/N=C/c2ccc(OC(C)C)cc2)S(C)(=O)=O)cc1 (stereo not given)
→ 0.87	i
Cc1ccc(C)c(N2CCN(C(=O)c3ccccc3Br)CC2)c1
→ 0.83	i
O=C(COc1ccccc1O)c1cccs1
→ 2.5	i
CC(C)(C)C1CCc2c(C(=O)N/N=C/c3cccs3)csc2C1 (stereo not given)
→ -0.26	i

Six entries already listed, arranged by length of the SMILES, largest number first.
Sequence of screens: Kir21 inh	KCNQ2 inh
Cc1coc2c(C)c3oc(=O)c(CCC(=O)N4CCC(C(=O)NCCCC(=O)O)(c5ccccc5)CC4)c(C)c3cc12
→ 1.6	i
COc1ccc(-c2noc(CNC(=O)CCCN3C(=O)[C@H]4CC=CC[C@H]4C3=O)n2)cc1
→ -1	i
CN1CCN(C(=O)c2ccc(CNS(=O)(=O)c3ccc(F)c(Cl)c3)cc2)CC1
→ 0.1	i
COc1cccc(C(=O)NCCS(=O)(=O)NC(C)CCc2ccccc2)c1 (stereo not given)
→ -0.5	i
CCN(CC)c1cccc(OC2=NS(=O)(=O)c3ccccc32)c1
→ -0.59	i
Nc1ncnc(Nc2cccc(Cl)c2Cl)n1
→ -0.2	i

(list continues)
Sequence of screens: Kir21 inh	KCNQ2 inh
COc1ccc(CN2C(=O)c3cccnc3C2=O)cc1S(=O)(=O)NCc1ccc(C)cc1
→ -0.07	i
NC(=O)C1CCN(CC(=O)NCc2ccccc2)CC1
→ -0.66	i
Cc1ccc(NC(=O)COC(=O)CCC(=O)c2cccs2)cc1C
→ -0.03	i
COc1ccc(S(=O)(=O)N2CCC3(CC2)OCCO3)cc1
→ 0.15	i
Cc1cc(C)nc(NS(=O)(=O)c2ccc(NC(=O)CCCN3C(=O)c4ccccc4C3=O)cc2)n1
→ -1	i
O=C(c1ccc(F)cc1)N1CCC2(CC1)NCCc1[nH]cnc12
→ 0.29	i
CCN(CC)c1ccc(/C=N/NC(=S)NCc2ccc(OC)cc2)cc1
→ 0.71	i
Cc1nc2ncnn2c(C)c1CCC(=O)N1CCc2ccccc21
→ -0.7	i
Cc1nn2cc(-c3cccc(Cl)c3)cnc2c1Br
→ 0.04	i
COc1ccccc1/C=C1\NC(=S)N(CC2CCCO2)C1=O (stereo not given)
→ 0.01	i

Records listed so far printed as active in KCNQ2 inh.
Sequence of screens: Kir21 inh	KCNQ2 inh
CCc1nc(SCC(=O)Nc2ccccc2OC)c2c(C)c(C)sc2n1
→ -1.1	-5.8*

(listing goes on)
Sequence of screens: Kir21 inh	KCNQ2 inh
C#CCn1c(=NC(=O)c2ccccc2[N+](=O)[O-])sc2cc(S(C)(=O)=O)ccc21
→ 0.59	i
CC(C)c1ccc(C(C)NCCS(=O)(=O)c2ccc(Br)cc2)cc1 (stereo not given)
→ -4.7*	i
Cc1cc2c(cc1C)NC(c1c(C)n(C)n(-c3ccccc3)c1=O)C1=C(CC(C)(C)CC1=O)N2 (stereo not given)
→ -4.7	i
CC(C)NC(=O)NC(=O)COC(=O)c1ccc([N+](=O)[O-])cc1Cl
→ 1.1	i
CCCCSc1nsc(NC(C)=O)n1
→ 0.37	i
CCc1ccc(-c2ccc(C(=O)C(F)(F)F)[nH]2)cc1
→ 0.43	i
CN(C)c1ccc(NC(=S)c2ccc3ccccc3n2)cc1
→ 0.27	i
Cc1occc1-c1nnc(SCC(=O)NCCc2ccccc2)o1
→ 1.1	i
NC(=O)CSc1oc(-c2ccco2)nc1S(=O)(=O)c1ccccc1
→ 0.51	i
Cc1nc2ccccc2n1C(C)c1ccccc1 (stereo not given)
→ 0.39	i
Cc1ccc(N2C=Nc3ccc(C)c4nc(C)cc2c34)cc1
→ 0.43	i
O=C(Nc1ccccc1)c1cc(Cl)nc2ccccc12
→ -1.5	i
COc1ccc(C(=O)N2CCN(C(C)=O)CC2)cc1S(=O)(=O)N1CCOCC1
→ 0.28	i
CCC(CC)C(=O)NCCc1ccc(S(N)(=O)=O)cc1
→ 1.1	i
Cc1cnc(C(=O)Nc2nnc(C(C)C)s2)cn1
→ 1.1	i
CC(C)(C)c1ccc(C(=O)Nc2ccc(N3CCOCC3)cc2)cc1
→ -0.06	i
O=C(NN1CCN(Cc2ccccc2Cl)CC1)c1ccc(Br)cc1
→ 2.1	i
O=C(O)CCNc1ccc(NCCC(=O)O)c2c1C(=O)c1ccccc1C2=O
→ 0.36	i
COc1cc(/C=N/N2CCCCC2)cc([N+](=O)[O-])c1O
→ 2.1	i
COc1ccc(CNC(=O)C2CCCN(S(=O)(=O)c3cc(C)ccc3OC)C2)cc1 (stereo not given)
→ -1.6	i
Cc1ccc(NC(=O)CNCc2ccccc2Cl)cc1S(=O)(=O)N(C)C
→ -2.3	i
COc1ccc(-n2c(O)c(C=NCc3ccccn3)c3ccccc3c2=O)c(OC)c1
→ 0.51	i
O=C(CCNC(=O)c1ccc([N+](=O)[O-])cc1)NCCc1ccccc1
→ -0.19	i
C#CCN(CC=C)C(=O)c1cccc(OC2CCN(S(C)(=O)=O)CC2)c1
→ -0.68	i
Cc1cccc(CN2CCc3c([nH]c4ccccc34)C2CC(C)C)n1 (stereo not given)
→ -2.8	i
COc1cc(C(=O)Nc2cccc(-c3nc4ncccc4o3)c2C)cc(OC)c1OC
→ 2.1	i
O=C(NCc1ccccc1)C1CCN(S(=O)(=O)N2CCCCCC2)CC1
→ 0.02	i
Cc1nn(C)c(C)c1CN(C)C(=O)c1nn2c(c1Br)NC(c1cccs1)CC2C(F)(F)F (stereo not given)
→ -2.4	i
Brc1cccc(/C=N/Nc2nn[nH]n2)c1
→ 0.02	i
CC12c3ccccc3C(c3ccccc31)C1C(=O)N(Cc3cccnc3)C(=O)[C@H]12 (stereo not given in full)
→ -0.13	i
CNC(=O)c1cc(C(=O)c2ccc(C(F)(F)F)cc2F)c[nH]1
→ 0.41	i
CC1CN(c2ccc([N+](=O)[O-])c(NCCOc3ccccc3)c2)CCN1 (stereo not given)
→ -5.1*	i
Cc1ccc(CSc2nnc(SCC(=O)N/N=C/c3c(C)nn(-c4ccccc4)c3C)s2)cc1
→ -1.9	i
CCc1nc(Nc2ccc3nccnc3c2)c2oc3ccccc3c2n1
→ 0.18	i
Cc1nc(SCC(=O)NCC2CCCO2)c2c3c(sc2n1)CCCC3 (stereo not given)
→ -0.39	i
COc1cc2c(c(OC)c1O)C(=O)CO2
→ 0.37	i
Cc1nc2sc3c(c2c(=N)n1N)CC(C)(C)OC3
→ 1	i
Cc1cc(NC(=O)C(C)Oc2ccc(Cl)cc2Cl)n(-c2ccccc2)n1 (stereo not given)
→ -0.15	i
COc1ccc(F)cc1C(=O)C1CCCN(Cc2ccc(Oc3ncccn3)cc2)C1 (stereo not given)
→ -1.3	i
Cc1ccc(NC(=O)CN(C)S(=O)(=O)c2cccc3cccnc23)cc1
→ 0.04	i
C=CC[n+]1c(C)csc1Nc1ccc(C(=O)O)cc1
→ -1.1	i
O=C(CC1SC(=O)N(c2ccccc2)C1=O)Nc1ccc(Cl)cc1 (stereo not given)
→ -0.39	i
CCOc1ccc(S(=O)(=O)NCCC(=O)NCCc2ccc(C(C)C)cc2)cc1
→ -0.39	i
COC(=O)c1ccc(C(=O)N2CCCC(CNC(=O)c3ccccc3Cl)C2)cc1 (stereo not given)
→ -1.6	i
CCCC(=O)Nc1cc(C)c(NC(=O)C23CC4CC(CC(C4)C2)C3)cn1
→ 0.99	i
O=C(c1cc2c(s1)-c1ccccc1S(=O)(=O)C2)N1CCN(Cc2ccccc2)CC1
→ 0.28	i
Cc1cc(C)cc(NC(=O)Cn2cc3c(n2)CCCCC3)c1
→ -0.16	i
Cc1cc2cc(CN(Cc3cccs3)C(c3nnnn3C(C)(C)C)C(C)C)c3nnnn3c2cc1C (stereo not given)
→ -0.38	i
CC(=O)Nc1ccccc1OCC(=O)N(Cc1ccccc1)C(C)C
→ 0.03	i
CC1CCN(C(=O)CN(c2ccccc2)S(=O)(=O)N(C)C)CC1
→ -0.52	i

Carrying on:
Sequence of screens: Kir21 inh	KCNQ2 inh
O=C(NCCc1ccc(Cl)cc1)C1(c2ccccc2)CC1
→ -9.5*	i
Cc1cc(NC(=O)c2cc3n(n2)C(C(F)(F)F)CC(c2ccco2)N3)n(-c2ccccc2)n1 (stereo not given)
→ 0.2	i
CC(C)(C)NC(=O)CN(Cc1ccc2c(c1)OCO2)C(=O)CNS(=O)(=O)c1ccc(F)cc1
→ 0.97	i
Cc1ccc(S(=O)(=O)N2CCC(C)CC2)cc1C(=O)NCCN1CCOCC1
→ -0.03	i
CN(C(=O)Cn1cc(C(F)(F)F)ccc1=O)c1c(N)n(Cc2ccccc2)c(=O)[nH]c1=O
→ -0.4	i
CCOc1ccc(CCNC(=O)CCN2C(=O)COc3ccccc32)cc1OCC
→ 0.41	i
O=C(NC(NC(=O)c1ccccc1)c1cccc([N+](=O)[O-])c1)c1ccccc1
→ -0.11	i
CC(CNC(=O)C1CCCCC1C(=O)O)c1ccccc1 (stereo not given)
→ 0.02	i

Screening data (PubChem)
